HCV inh: inhibitors of hepatitis C virus infection; 3.4% of 340,000 active; Huh7.5.1 HCVcc-Cre infection, luciferase reporter, 44 h; Potency, µM (top dose mostly 41.8 µM), for inactives: at the top dose activity change, negative = inhibition, actives largely listed as inhibitors; further: potency means the concentration at half of the fitted maximal effect
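Whole-lifecycle infectious HCVcc-Cre system; cells 1,000/well, compound then virus (~0.5 moi) added 4 h after plating, 44 h culture. Luciferase read 15 sec following 15 min substrate incubation, room temp.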
Giardia FBPA inh: Giardia lamblia aldolase inhibition; A8B2U2; purified Giardia FBPA; Potency, µM (doses to about 59.6 µM), for the others: top-dose activity, negative = inhibition, actives largely listed as inhibitors; 0.71% of 290,000 active; AID 2451; further: potency means the concentration at half of the fitted maximal effect; nearly all actives have a fitted effect of over 55% in size
Target sequence (A8B2U2 whole entry, looked up): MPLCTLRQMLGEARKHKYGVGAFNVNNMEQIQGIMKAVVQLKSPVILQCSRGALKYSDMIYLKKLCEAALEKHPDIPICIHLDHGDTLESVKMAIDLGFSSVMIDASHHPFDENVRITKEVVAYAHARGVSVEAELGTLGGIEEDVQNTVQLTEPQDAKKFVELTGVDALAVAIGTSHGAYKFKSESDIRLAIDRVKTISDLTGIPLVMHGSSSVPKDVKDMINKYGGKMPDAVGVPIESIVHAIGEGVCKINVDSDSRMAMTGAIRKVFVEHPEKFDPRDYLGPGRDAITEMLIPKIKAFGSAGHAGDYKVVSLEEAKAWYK
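Giardia FBPA (40 nM reagent) was preincubated 10 min at RT with compound (up to 57.5 uM final), then substrate plus GAPDH/TPI/NAD/arsenate coupling system with diaphorase/resazurin was added; resorufin fluorescence (525/598 nm) was read after 20 min.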
AmpC detergent: blocks E. coli AmpC beta-lactamase in detergent assay; AmpC hydrolysis of nitrocefin, absorbance 480 nm, 0.01% Triton; Potency, µM (series often up to 114 µM), for the others: top-dose activity change, negative = inhibition, actives largely listed as inhibitors; 0.041% of 370,000 active;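 further: potency means the concentration at half of the fitted maximal effect; 0% = no-compound wells and -100% = no-enzyme wells; nearly all actives have a fitted effect of over 25% in size; some results filed as inactive show a strong effect at the top dose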
Target sequence (P00811 whole entry, looked up): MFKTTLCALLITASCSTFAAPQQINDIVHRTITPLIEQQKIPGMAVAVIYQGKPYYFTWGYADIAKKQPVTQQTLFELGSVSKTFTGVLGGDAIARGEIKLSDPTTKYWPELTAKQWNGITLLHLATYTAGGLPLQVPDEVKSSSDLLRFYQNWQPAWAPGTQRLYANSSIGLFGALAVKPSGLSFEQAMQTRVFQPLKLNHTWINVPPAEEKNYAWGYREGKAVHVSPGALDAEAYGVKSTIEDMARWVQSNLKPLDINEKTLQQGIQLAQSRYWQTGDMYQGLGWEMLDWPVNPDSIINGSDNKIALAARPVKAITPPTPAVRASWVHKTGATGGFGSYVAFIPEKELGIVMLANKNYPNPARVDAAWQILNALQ
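AmpC (5.3 nM in the dispensed reagent) in 20 mM phosphate pH 7.0 with 0.01% (detergent screen) or 0.0001% Triton X-100 was preincubated with compounds for 15 min at room temperature. Nitrocefin was then added from an 800 uM solution, and hydrolysis was followed at 480 nm.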
Sm TGR inh: inhibitors of Schistosoma mansoni thioredoxin glutathione reductase; Q962Y6; purified TGR, DTNB reduction, TNB absorbance 405 nm; Potency, µM (top dose mostly 114 µM), without a hit: top-dose activity change, negative = inhibition, most hits filed as inhibitors; 3% of 360,000 active; further: potency means the concentration at half of the fitted maximal effect; nearly all actives have a fitted effect of over 60% in size
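Kinetic colorimetric format: TGR-catalysed, NADPH-driven DTNB reduction monitored via TNB absorbance. Enzyme dispensed at 20 nM; compound exposure 15 min at room temperature before reaction start.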
HCMV antiviral: human cytomegalovirus inhibition; HFF cells, HCMV-luciferase reporter, 72 h; stronger effect = lower value; 4.5% of 410,000 active; activity change, negative = inhibition, % at 57.5 µM; in the data active means activity change below about -60%; inconclusive means no clear call, values can overlap the other calls; inactive means above about -39%
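Human foreskin fibroblasts infected with luciferase-reporter HCMV at MOI 1 PFU/cell, compounds at two doses. Luciferase measured 72 h post infection; normalized to buffer-only basal and Salinomycin (10uM) controls.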
AmpC no deterg: AmpC beta-lactamase inhibition without detergent; P00811; AmpC nitrocefin hydrolysis, absorbance 480 nm, 0.0001% Triton; AID 485341; 0.52% of 330,000 active; Potency, µM (top dose mostly 57.1 µM), for the others: top-dose activity change, negative = inhibition, hits mostly inhibitors;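 further: potency means the concentration at half of the fitted maximal effect; plate controls were no compound for no effect and no enzyme for full effect; nearly all actives have a fitted effect of over 20% in size; some results filed as inactive show a strong effect at the top dose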
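AmpC (5.3 nM in the dispensed reagent) in 20 mM phosphate pH 7.0 with 0.01% (detergent screen) or 0.0001% Triton X-100 was preincubated with compounds for 15 min at room temperature. Nitrocefin was then added from an 800 uM solution, and hydrolysis was followed at 480 nm.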
The depositor's hits bear a star; ? = inconclusive; . = no result given; & = joins results of further samples; [ ] = another dose, or the depositor's remark. Unless noted, the call rests on the fitted dose curve; in most records, active means well fitted curve in the direction sought with a large enough effect; inconclusive means small, poorly fitted or top-dose-only effect, or another doubt; inactive means no such curve, though single readings can be large; an effect the other way counts as inactive or inconclusive. Unless noted, on the % scale 0 is the no-effect control and ±100 the full control effect.

SMILES	HCV inh	Giardia FBPA inh	AmpC detergent	Sm TGR inh	HCMV antiviral	AmpC no deterg
CC(=O)NCCCNc1ccc([N+](=O)[O-])cc1	20%	2%	-6%	0%	54	-6%
Cc1ccc(NC(=O)C2=C(c3ccccc3)S(=O)(=O)CCS2(=O)=O)cc1	11µM*	-1%	-9%	0.32µM*	-99*	-20%
CN(C)C(CNC(=S)Nc1ccc(F)cc1)c1cccnc1 (configuration not stated)	10%	1%	?	-1%	-13	-20%
CCOC(=O)/C=c1\s/c(=C\c2ccc(C(=O)OC)cc2)c(=O)n1CC(=O)Nc1ccccc1	8%	2%	5%	.	?	-14%
C=CCNC(=O)c1cc2cccc(OC)c2oc1=O	22%	0%	-8%	0%	47	-12%
Cc1ccc(C)c(OCC(=O)Nc2nc3ccc([N+](=O)[O-])cc3s2)c1	2%	1%	-13%	-12%	-31	-17%
COc1ccccc1NC(=O)C1CCC(CNS(=O)(=O)c2ccc3c(c2)CC(C)N3C(C)=O)CC1 (configuration not stated)	.	.	-13%	-1%	-31	.
CSCCC(NC(=O)COc1ccccc1)C(=O)N1CCN(C(C)=O)CC1 (configuration not stated)	11%	.	1%	-5%	16	1%
O=C(Nc1ccc2[nH]c(=O)[nH]c2c1)c1c(F)c(F)c(F)c(F)c1F	-8%	-4%	0%	11%	-22	-12%
CCOc1ccc(C(C)=O)cc1CSc1nnnn1-c1ccc(O)cc1	?	0%	?	?	-1	-38%
CN(C(=O)CN1C(=O)NC(C)(CCc2ccccc2)C1=O)c1ccccc1 (configuration not stated)	16%	.	-11%	-15%	-3	24%
CCOc1ccccc1C(=O)NCC(=O)OCC(=O)N1CCCC1	4%	.	.	.	-21	-5%
Cc1ccc(NC(=O)COC(=O)CCc2ccccc2)c(Cl)c1	8%	0%	4%	-4%	-5	-27%
O=C(COc1ccccc1)OCC(=O)N1CCCc2ccccc21	23%	.	-13%	-1%	-26	-24%
COc1ccc(S(=O)(=O)N2CCNC(=O)C2)cc1Br	25%	0%	1%	6%	3	-27%
CC(C)(C)c1ccc(C(=O)N/N=C/c2ccccn2)cc1	-16%	-2%	0%	0%	96	-28%
CC(Sc1nnc(-c2ccccc2F)n1C1CC1)C(N)=O (configuration not stated)	7%	2%	5%	3%	-8	-13%
Cc1ccc(NC(=O)C=NOCC(=O)Nc2cc(C)cc(C)c2)cc1	?	.	.	.	27	-28%
O=C(NCC(=O)N1CCN(S(=O)(=O)c2ccccc2F)CC1)c1ccc2c(c1)OCO2	8%[8.37 µM]	.	9%	35%	-9	-2%
N#Cc1ccccc1NC(=S)Nc1ccc(F)cc1	7%	-10%	0%	0%	-7	-33%
CCOC(=O)CSc1nc2cccnc2n1-c1ccc(F)cc1	-16%	-1%	1%	-14%	47	-1%
Cn1ncc([N+](=O)[O-])c1C(=O)Nc1ccc(Cl)cc1	-6%	-6%	-7%	1%	25	-5%
C(=N\N1CCN(Cc2cccc3ccccc23)CC1)/c1cccnc1	1%	12%	-4%	-1%	-37	6%
Cc1oc(-c2ccccc2Cl)nc1CSCC(=O)O	5%	8%	-17%	-1%	-31	-24%
CN(c1ccc(C(=O)Nc2ccc3c(c2)n(C)c(=O)n3C)cc1)S(C)(=O)=O	34%[activator]	-10%	3%	6%	149	2%
Remaining list, next part:
SMILES	HCV inh	Giardia FBPA inh	AmpC detergent	Sm TGR inh	HCMV antiviral	AmpC no deterg
CC(C)(C)n1ncc2c(=O)n(Cc3c(Cl)cccc3Br)cnc21	.	.	6%	-26%	0	-4%
O=C(Nc1nc(NC(=O)c2ccco2)n(-c2ccccc2)n1)c1ccccc1	?	?	-11%	-6%	-100*	-26%
CN(C)CCN(C(=O)c1ccc2ccccc2c1)c1nc2ccc(F)cc2s1	-14%	?	-11%	3%	.	-8%
CCCOC(=O)c1c(NC(=O)c2cc3ccccc3c(=O)o2)sc2c1CCC(C)C2 (configuration not stated)	.	.	20%	1%	20	.
COc1cccc(CNC(=O)CCn2cnc3ccccc3c2=O)c1	.	.	0%	4%	-3	.
COc1ccc2c(COC(=O)c3cccc(S(=O)(=O)NCC(C)C)c3)cc(=O)oc2c1	2%	6%	-5%	89µM*	?	-10%
C=CCn1c(=O)c2ccccc2n2c(SCC(=O)N(C)C)nnc12	0%	?	1%	30%	32	-15%
COc1cc(C(=S)N2CCN(C)CC2)ccc1OCC(=O)NCc1ccccc1	-17%	0%	?	-6%	-16	27%
N/C(=N\c1nc2ccccc2o1)NC(=O)c1ccc(F)cc1	-5%	7%	0%	3%	46	-17%
Brc1cccc(-c2nnc(CN3CCN(c4ccccn4)CC3)o2)c1	.	.	19%	6%	7	.
CCc1cccc(OCC(=O)Nc2cc(Cl)ccc2-n2cncn2)c1	-28%	.	?	-3%	-19	-13%
Cc1cccc(Cn2cnc3c(nnn3Cc3ccccc3F)c2=O)c1	4%	11%	2%	7%	-6	-17%
CC1(C)CC(NCCC(c2ccccc2)c2ccco2)CCO1 (configuration not stated)	2%	-5%	-1%	-22%	-12	-2%
CCOC(=O)Cc1nnc(NC(=O)CC)s1	11%	1%	7%	-3%	-11	-14%
COc1ccc(C(=O)NC(=S)NNC(=O)c2ccc(NC(C)=O)cc2)cc1Br	-27%	22%	-2%	-5%	-5	-58%
CCCCN(C(=O)c1cnc(C)cn1)c1c(N)n(CCC)c(=O)[nH]c1=O	11%	.	1%	-4%	0	1%
CCOC(=O)C1=C(c2ccccc2)O/C(=C(/C(=O)OC)C(F)(F)F)S1	?	-3%	-4%	-4%	34	-22%
CC(=O)NCCC(=O)NCC1(N(C)Cc2ccccc2)Cc2ccccc2C1	15%	1%	?	-4%	34	-5%
Cc1cccc(-c2nc(C#N)c(N3CCC(C)CC3)o2)c1	5%	-5%	1%	-14%	-39	-2%
Cc1ccc(NC(=O)Cn2c(=O)ccc3cc(S(=O)(=O)N4CCCC4)ccc32)cc1C	.	.	3%	-2%	8	.
CC(C)(C)c1ccc(NC(=S)NCc2cccnc2)cc1	32µM*	5%	0%	?	-13	-13%
O=C(CN1CCN(c2ccccc2F)CC1)NC(=O)NCc1ccco1	10%	-3%	-3%	28µM*	7	23%
O=C(CSc1nc2ccccc2n1CCc1ccccc1)NC1CCS(=O)(=O)C1 (configuration not stated)	-14%	-14%	?	6%	-31	35%
CCN(CCNC(=O)C1CCN(Cc2nc(-c3cccc(Cl)c3)oc2C)CC1)c1ccccc1	?	-21%	-6%	6%	84	172%[activator]
CCC(C(=O)Nc1cccnc1Cl)c1ccccc1 (configuration not stated)	12%	6%	?	6%	11	-12%

The closing 5 compounds of the part before come first, to join the parts.
SMILES	HCV inh	Giardia FBPA inh	AmpC detergent	Sm TGR inh	HCMV antiviral	AmpC no deterg
CC(C)(C)c1ccc(NC(=S)NCc2cccnc2)cc1	32µM*	5%	0%	?	-13	-13%
O=C(CN1CCN(c2ccccc2F)CC1)NC(=O)NCc1ccco1	10%	-3%	-3%	28µM*	7	23%
O=C(CSc1nc2ccccc2n1CCc1ccccc1)NC1CCS(=O)(=O)C1 (configuration not stated)	-14%	-14%	?	6%	-31	35%
CCN(CCNC(=O)C1CCN(Cc2nc(-c3cccc(Cl)c3)oc2C)CC1)c1ccccc1	?	-21%	-6%	6%	84	172%[activator]
CCC(C(=O)Nc1cccnc1Cl)c1ccccc1 (configuration not stated)	12%	6%	?	6%	11	-12%
Fc1cccc(CNc2ncnc3ccc(-c4ccoc4)cc23)c1	.	.	?	-15%	.	-40%
O=S(=O)(NCc1ccccc1)NCc1ccc(Cl)cc1Cl	-1%	11%	3%	-7%	-4	-27%
Cn1cnnc1SCC(=O)N1N=C(c2ccc(Cl)cc2)CC1c1ccco1 (configuration not stated)	-3%	7%	-6%	32µM*	-27	106%[activator]
O=C(COC(=O)CCS(=O)(=O)c1ccc(Cl)cc1)NC1CCCCC1	22%	0%	?	0%	26	22%
COc1ccccc1NC(=O)Nc1nc(CC(=O)N2CCN(c3ccc(F)cc3)CC2)cs1	11µM*	.	0%	-1%	-23	19%
NC(=O)c1c(NC(=O)c2ccccc2)sc2c1CCC2	-10%	-9%	4%	-30%	95	-24%
COc1cc(NC(=O)Cn2c(=O)oc3cc(S(=O)(=O)N4CCCCCC4)ccc32)cc(OC)c1	.	.	8%	8%	0	.
O=C(Cc1ccccc1)NCc1cccnc1	23%	0%	5%	8%	-12	-4%
N#CCC(=O)N/N=C/c1cn(Cc2cccc3ccccc23)c2ccccc12	-4%	8%	-5%	10%	-5	-17%
O=C(Cn1cc(C(=O)c2ccco2)c2ccccc21)Nc1ccc(Br)cc1	.	.	16%	22%	24	.
O=C(NCC1CCCO1)C1CC(c2ccccc2Cl)=NO1 (configuration not stated)	0%	-1%	?	3%	-17	-9%
Cc1cc(O)cc(=O)n1C	7%	0%	2%	5%	-33	-17%
C=CCn1c2ccccc2c(=O)c2cc(C#Cc3cc(OC)cc(OC)c3)ccc21	?	.	-3%	-9%	8	-31%
CCOC(=O)c1c(-c2ccccc2)cn2ccccc12	?	0%	-2%	12%	-34	-25%
COc1ccc(CCNC(=O)CN2C(=O)NC(CCSC)C2=O)cc1 (configuration not stated)	3%	-3%	0%	-2%	-28	-19%
O=C(Nc1ccncc1)c1ccc(Cl)c(S(=O)(=O)N2CCc3ccccc32)c1	10µM*	.	-13%	1%	-69*	-37%
CCc1cc(=O)oc2c(C)c(OC(C)C(=O)NCCCN3CCOCC3)ccc12 (configuration not stated)	-9%	2%	0%	-4%	-20	8%
COc1ccc(CNc2oc(C)nc2C#N)cc1	9%	4%	-1%	-12%	-2	-20%
COc1ccc(C(=O)Nc2nnc(S(=O)(=O)N3CCC(C)CC3)s2)cc1OC	13%	6%	21%	-21%&10%	-25&9	38%
Cc1cc(=O)n2nc(N3CCC(C(=O)NCc4ccccc4)CC3)sc2n1	9%	.	2%&17%	?	23&3	61%[activator]
Cc1c(C(=O)NCCCN2CCOCC2)sc2ncnc(N3CCN(c4ccccc4)CC3)c12	?	3%	0%	0%	-36	202%[activator]
COc1ccc(CNC(=O)COC(=O)CCC(=O)c2cccs2)cc1	17%	3%	2%	-20%	-8	-4%
CC(Oc1cccc(Cl)c1)C(=O)Nc1ccc(S(=O)(=O)NC2=NCCCCC2)cc1 (configuration not stated)	?	.	?	-3%	-25	-11%
CCOC(=O)Cc1c(C)nc2c(-c3cccc(Br)c3)cnn2c1C	-2%	1%	-1%	-21%	-75*	13%
CCCc1nc2c(o1)CC(CC(C)SCC)CC2=O (configuration not stated)	?	0%	?	13%	-28	6%
COc1ccc(N(CC(=O)N2CCN(Cc3ccc4c(c3)OCO4)CC2)S(C)(=O)=O)cc1OC	-1%&0%	-3%	-9%	1%	11	45%
CCOc1ccc(NC(=O)C2=C(C)NC(=S)NC2c2ccc(O)c(OC)c2)cc1 (configuration not stated)	13%	-5%	?	-18%	-14	-23%
COc1ccc2nnc(-c3ccccc3)n2n1	17%	5%	?	-1%	-2	-22%

Screening results: PubChem, National Center for Advancing Translational Sciences (NCATS)
